# ADAM10 inh: inhibitors of human ADAM10; O14672; recombinant ADAM10, EDANS/DABCYL FRET peptide cleavage, 3 h; inhibition, % at 7 µM; hit rate 0.62% among 370,000; AID 720582;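 active = inhibition above a per-campaign cutoff equal to the mean of compounds falling between control-based bounds plus 3 SD, cut at about 20% in these data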;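 note: 0% = DMSO wells while the 100% control is not disclosed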
# DDE Tn6 FP inh: DD(E)-Tn6 binding inhibition, primary FP screen | P02675 | Fibrin DD(E) TRITC-Tn6 fluorescence polarization displacement | inhibition, % at 8.3 µM | hit rate 0.21% among 370,000 | AID 720509;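 active = inhibition above a per-campaign cutoff: mean of compounds within control limits plus 3 SD, cut at about 15% in these data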;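 note: 0% = median of all compound wells on the plate and 100% = blocking peptide control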
# ASAP1 GAP inh: ASAP1 ArfGAP inhibition. Q9ULH1. ASAP1-stimulated ARF1 GTP hydrolysis, GDP FP detection. inhibition, % at 16.5 µM. hit rate 0.19% among 360,000. AID 624377; in the data active = inhibition above about 25%;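 note: 0% = vehicle with enzyme and substrate and 100% = no enzyme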
# sPLA2-III inh: Blocks human group III sPLA2 activity | Q9NZ20 | inhibition, % at 12.2 µM | hit rate 0.56% among 370,000 | QFRET BODIPY PC-A2 liposome hydrolysis, fluorescence;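 active = inhibition above mean plus 3 SD of compounds lying within the high and low control bounds, cut at about 19% in these data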;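 note: 0% = median of test compound wells and 100% = no enzyme DMSO wells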
# KLK7 zymogen act: activates the human kallikrein-7 zymogen | P49862 | purified proKLK7, EDANS-DABCYL substrate fluorescence; 100% is mature enzyme control, 0% vehicle | activation, % at 7 µM | hit rate 0.9% among 370,000;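 active = activation above the mean of all tested compounds plus 3 SD, computed per campaign excluding outliers beyond control limits, cut at about 13% in these data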
# ARFGAP1 inh: inhibits rat ARF GTPase activating protein 1. Q62848. Arfgap1-stimulated ARF1 GTP hydrolysis, GDP FP detection. inhibition, % at 16.5 µM. hit rate 0.26% among 360,000. AID 651572;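 active = inhibition above a per-plate limit, mean inhibition of low control wells plus 3 SD, cut at about 25% in these data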;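 note: 0% = DMSO wells with enzyme and 100% = wells lacking Arfgap1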
#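 System: truncated rat Arfgap1 GAP domain / Benchmarks: high control wells lacking Arfgap1, low control full reaction with DMSO / Times: compound-enzyme preincubation 20 min, reaction 120 min, detection 60 min, 25 °C / Repeats: one replicate per compound / Also added: human ARF1(Δ1-17)-GTP substrate / Measured by: Tracer-displacement fluorescence polarization with EDTA stop, 620/688 nm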
# FXN GAA850 act: activators of GAA850 frataxin (FXN) promoter. HEK293 lucGAA850 FXN promoter luciferase reporter, 24 h; percent of 10 µM SAHA response. activation, % at 6 µM. hit rate 0.56% among 360,000. AID 540364;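 active = activation above the average of all compounds screened plus 3 SD, cutoff fixed separately per campaign, cut at about 7.5% in these data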;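 note: 0% = DMSO wells and 100% = 10 µM SAHA wells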
# GC-A act: GC-A (human) enzyme activation | HEK293 GC-A cells, cGMP TR-FRET, EC30 ANP; 0% at EC30 ANP, 100% saturating ANP | activation, % at 10 µM | hit rate 0.14% among 370,000; in the data active = activation above about 40%
# rCAG RNA binder: molecules binding r(CAG) RNA repeats | r(CAG) RNA repeat, TO-PRO-1 dye displacement fluorescence | inhibition, % at 3 µM | hit rate 1.3% among 370,000 | AID 651821;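 active = inhibition above the plate cutoff, the mean of all test compounds on that plate plus 3 SD, cut at about 35% in these data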;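 note: 0% = DMSO alone and 100% = 100 µM mitoxantrone as full dye displacement; higher means more dye released from RNA so lower well fluorescence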
# NPR2 activator: GC-B (human) receptor activation; P20594; HEK293-GC-B cells, CNP EC30, cGMP TR-FRET; 0% at EC30 CNP, 100% saturating CNP; activation, % at 10 µM; hit rate 0.11% among 370,000; AID 1920062;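 active = activation at 10 µM reaching about 35% in either raw or pattern-adjusted values, limit read from the data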
# Target sequence (P20594 whole entry, looked up): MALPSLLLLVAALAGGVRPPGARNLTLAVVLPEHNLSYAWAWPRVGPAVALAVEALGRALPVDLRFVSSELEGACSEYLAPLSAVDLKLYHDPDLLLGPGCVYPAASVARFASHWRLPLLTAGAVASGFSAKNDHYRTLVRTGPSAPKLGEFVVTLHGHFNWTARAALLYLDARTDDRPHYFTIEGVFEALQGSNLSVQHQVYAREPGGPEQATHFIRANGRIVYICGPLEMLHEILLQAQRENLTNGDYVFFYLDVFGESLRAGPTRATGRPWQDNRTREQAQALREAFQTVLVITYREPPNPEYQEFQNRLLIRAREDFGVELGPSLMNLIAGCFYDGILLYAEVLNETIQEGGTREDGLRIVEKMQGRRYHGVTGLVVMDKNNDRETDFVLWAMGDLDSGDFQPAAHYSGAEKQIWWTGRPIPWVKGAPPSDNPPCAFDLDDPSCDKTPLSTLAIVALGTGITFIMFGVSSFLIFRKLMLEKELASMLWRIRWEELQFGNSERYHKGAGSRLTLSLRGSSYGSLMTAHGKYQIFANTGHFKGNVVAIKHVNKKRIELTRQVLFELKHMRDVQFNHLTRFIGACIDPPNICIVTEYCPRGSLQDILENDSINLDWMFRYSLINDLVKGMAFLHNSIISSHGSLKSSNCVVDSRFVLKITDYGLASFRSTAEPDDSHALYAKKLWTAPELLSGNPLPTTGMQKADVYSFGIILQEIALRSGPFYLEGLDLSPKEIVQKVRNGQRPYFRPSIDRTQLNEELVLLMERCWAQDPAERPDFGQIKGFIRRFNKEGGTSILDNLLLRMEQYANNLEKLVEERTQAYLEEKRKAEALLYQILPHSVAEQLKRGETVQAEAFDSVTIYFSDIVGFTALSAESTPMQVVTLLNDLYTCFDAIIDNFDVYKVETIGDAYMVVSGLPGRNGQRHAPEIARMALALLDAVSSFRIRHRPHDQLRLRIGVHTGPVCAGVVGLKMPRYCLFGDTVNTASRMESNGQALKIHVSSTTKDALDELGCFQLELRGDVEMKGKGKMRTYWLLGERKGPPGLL
# The depositor's hits bear a star; nt = not tested or not shown.
SMILES,ADAM10 inh,DDE Tn6 FP inh,ASAP1 GAP inh,sPLA2-III inh,KLK7 zymogen act,ARFGAP1 inh,FXN GAA850 act,GC-A act,rCAG RNA binder,NPR2 activator
O=C(CC12CC3CC(CC(C3)C1)C2)NCC(=O)OCc1cc(=O)oc2ccc3ccccc3c12,-434,3,0,-3,0.2,-7,1.0,-3,7,-12
CCOc1ccccc1OCCCC(=O)N1CCN(S(=O)(=O)c2ccccc2C#N)CC1,-2,-4,8,-6,0.3,1,1.4,-1,1,-8
CCC(C)(C)NC(=O)CN(Cc1cccs1)C(=O)CNS(=O)(=O)c1ccc(C)cc1,0,-1,8,8,-0.1,4,-0.8,3,1,-1
O=C(COC(=O)C1CC1)Nc1c(Cl)cccc1C(F)(F)F,1,-3,-15,-1,0.6,16,0.0,5,2,5
CCOc1cc(/C=N/NC(=O)c2c(-c3ccccc3)noc2C)ccc1O,-2,3,3,-4,-1.2,-7,0.2,-2,-2,-7
COc1ccc(CCN(C)CCN2C(=O)c3ccccc3C2=O)cc1OC,0,-2,-11,2,-0.3,2,-0.8,2,2,3
CCN(CC)c1ccc(C=NCCNS(=O)(=O)c2ccc(C)cc2)cc1,-15,-6,7,10,-0.6,-1,-2.1,8,1,11
CCc1cccc(CC)c1C(O)c1cccnc1 (configuration not stated),7,1,7,0,-0.2,-9,1.3,2,2,2
O=C(CSc1nc(-c2ccccc2)cs1)Nc1ccccc1[N+](=O)[O-],7,5,-10,-14,-1.0,-2,2.1,0,11,-4
CCC1Oc2ccccc2N(CC(=O)NCc2cccs2)C1=O (configuration not stated),-4,-6,13,-1,-0.6,-8,2.5,-3,-2,-3
COc1ccc(S(=O)(=O)n2nc(C)cc2C)c(C)c1C,-1,1,-25,-8,-0.4,9,3.2,-14,-7,-6
COC(=O)c1ccc(NC(=O)CO/N=C2\CCCc3nonc32)cc1,-2,0,6,-3,0.1,-3,0.8,0,6,-2
CCc1ccc(CN(C)C(=O)c2cc(COc3cccc4cnccc34)on2)cc1,-20,5,-2,-29,-1.2,-5,-3.5,-8,0,-2
COc1ccc(-c2nc3ccccc3[nH]2)cc1,-12,-10,14,-1,-0.3,17,0.4,8,0,2
Cc1nn2c(NCCCN(C)C)c3c(nc2c1-c1ccccc1)CCCC3,-5,-3,12,-5,0.1,4,1.1,-7,-2,-15
CC(C)(C)Cc1nnc(NC(=O)c2ccc3c(c2)OCO3)s1,-3,-4,11,3,0.2,-4,5.8,3,0,-1
Cc1ccc(NC(=O)c2ccco2)c(NC(=O)C2CCCO2)c1 (configuration not stated),2,0,2,0,-0.1,-7,-0.2,1,1,3
C[C@@H]1CN([C@@H](C)CO)C(=O)c2cccc(NC(=O)Nc3cccc4ccccc34)c2O[C@H]1CN(C)S(=O)(=O)c1ccc2c(c1)OCCO2,-24,-4,nt,-23,nt,nt,nt,-5,nt,5
Cc1c(C(=O)O)cccc1-n1c(C)cc(C=O)c1C,-212,10,-1,-4,4.1,7,1.6,2,2,1
O=C(c1ccccc1F)N1CCOCC1,-7,5,-4,7,-1.1,4,-1.6,0,0,4
O=C(O)CSCC(=O)N1CCN(c2ncnc3scc(-c4ccccc4)c23)CC1,3,1,-12,-3,0.4,2,3.7,1,5,3
CC1CCc2nc(NC(=O)C3CCCO3)sc2C1 (configuration not stated),4,-4,-6,0,0.1,8,1.3,-2,-2,6
CCCCN1C(=O)C(CC(=O)NC2CCCCC2)CC(C(=O)N(C(C)C)C(C)C)=C1C (configuration not stated),-12,-3,-6,4,-0.5,-10,-1.7,2,-2,5
Cc1cc(C)cc(NC(=S)NCCN2CCOCC2)c1,5,11,1,-2,-0.4,2,0.3,6,-2,8
Cc1onc(-c2ccccc2Cl)c1C(=O)NCC(=O)O,-1,-10,-11,7,0.4,4,0.4,0,0,10
SMILES,ADAM10 inh,DDE Tn6 FP inh,ASAP1 GAP inh,sPLA2-III inh,KLK7 zymogen act,ARFGAP1 inh,FXN GAA850 act,GC-A act,rCAG RNA binder,NPR2 activator
COc1cc(C(=O)NC(=S)NCc2ccco2)cc(OC)c1OC,1,-5,5,9,0.5,5,-0.3,0,-3,1
Cn1nc(C(=O)Nc2ccccc2Cl)cc1C(=O)Nc1ccccc1Cl,-3,-3,1,-5,-0.1,-2,0.7,2,-3,-3
O=C1[C@H]2[C@@H](c3ccc(F)cc3)N3C(=O)N(c4cccc(Cl)c4)C(=O)[C@@]3(Cc3ccccc3)[C@H]2C(=O)N1C1CCCCC1,1,11,-3,-7,-0.4,1,9.3*,-15,9,-18
Cc1cnc(C(=O)OCC(=O)c2ccc(Br)s2)cn1,-12,0,-2,8,-0.1,1,0.0,14,1,-11
Cc1cnn(CCC(=O)NNC(=S)Nc2cccc(Cl)c2)c1,10,3,-15,12,0.7,-19,-0.7,-2,3,-5
COCc1cccc(-c2csc(C(NC(C)=O)c3cccc(OC)c3)n2)c1 (configuration not stated),-4,-11,-28,2,-0.2,2,2.5,-4,-1,-9
O=S(=O)(N/N=C/c1ccc(F)cc1)c1ccccc1,0,7,-14,-4,-0.3,-1,2.3,-2,3,-5
C=CC[C@@H](CC(=O)N[C@H](CO)Cc1ccccc1)C(=O)N[C@@H](C)COC(=O)[C@@H](CC=C)Cc1ccc(F)cc1,-1,-2,0,-17,0.0,-2,-1.3,-6,-7,-1
O=C(N/C(=C/c1cccs1)C(=O)N1CCCC1)c1ccccc1,-7,4,6,1,-0.1,-4,1.3,-3,-4,4
COc1ccc(S(=O)(=O)N(C)CC(=O)Nc2ccc(C(F)(F)F)cc2)cc1Cl,12,-4,20,-8,0.3,-11,2.1,3,7,7
O=C(O)C1CCN(c2ccc(S(=O)(=O)N3CCCCC3)cc2[N+](=O)[O-])CC1,-3,5,8,4,-0.2,-13,-0.8,2,5,4
COc1cc(SC)ccc1C(=O)Nc1ccc2c(c1)CCC2,-8,-1,9,-8,0.8,-2,4.6,-6,3,5
Cc1ccc(C(=O)NCCCNC(=O)Cc2ccccc2)cn1,13,1,0,0,1.0,2,0.5,-2,2,5
COc1ccc(Oc2nccc(OC)c2C#N)cc1,4,-5,3,1,-0.1,7,1.5,-4,-3,1
CNC(=O)c1nc(C)n(-c2ccc([N+](=O)[O-])cc2)n1,-5,1,-3,4,0.8,5,-0.7,-2,0,0
CN(CCOc1ccccc1)CC(=O)Nc1ccc(Cl)c(S(=O)(=O)N(C)C)c1,8,2,-3,0,0.5,9,0.5,4,-3,5
O=S(=O)(c1cccc(Cl)c1)N1CN(CC2CCCO2)c2nc3ccccc3nc21 (configuration not stated),-340,-11,-14,-4,0.3,-5,2.5,-2,-4,-4
O=C(CSC1=NCCS1)N1CCN(c2ccc(Cl)cc2)CC1,-1,-1,-1,-4,0.5,-1,-4.5,-4,-5,0
O=S(=O)(c1ccc(OCC(O)CN2CCCCC2)cc1)N1CCOCC1 (configuration not stated),-4,3,-5,-4,-0.3,-2,1.9,nt,-1,nt
O=C(C(=O)N1CCC(CNS(=O)(=O)c2ccc(F)cc2)CC1)c1cc2ccccc2o1,8,2,4,-19,0.0,9,nt,-1,8,6
Cc1ccc(S(=O)(=O)N(CC(=O)N2CCCCC2)c2cccc(C)c2)cc1,6,-4,2,10,0.2,4,3.6,-18,-6,-13
CC1(C(=O)NS(=O)(=O)c2cccs2)CCN1C(=O)C1(c2ccc(Cl)cc2)CC1 (configuration not stated),-3,-5,6,3,0.7,5,0.1,-1,14,0
O=C(c1ccc2ccccc2c1)C1CCCN(S(=O)(=O)c2cccnc2)C1 (configuration not stated),-40,2,14,-7,-0.3,5,1.4,7,-6,4
Cc1cc(C)cc(-n2c(C)cc(/C=N/NC(=O)CSc3ncccn3)c2C)c1,6,5,2,-4,0.1,7,0.5,-6,2,-3
CCOC(=O)CSc1nnc(C)c(=O)[nH]1,-12,-2,-3,3,0.4,-4,1.1,0,2,-1

# Complete entries, quoted from the list:
# COc1ccc(Oc2nccc(OC)c2C#N)cc1 as listed: ADAM10 inh: 4; DDE Tn6 FP inh: -5; ASAP1 GAP inh: 3; sPLA2-III inh: 1; KLK7 zymogen act: -0.1; ARFGAP1 inh: 7; FXN GAA850 act: 1.5; GC-A act: -4; rCAG RNA binder: -3; NPR2 activator: 1
# CNC(=O)c1nc(C)n(-c2ccc([N+](=O)[O-])cc2)n1 as listed: ADAM10 inh: -5; DDE Tn6 FP inh: 1; ASAP1 GAP inh: -3; sPLA2-III inh: 4; KLK7 zymogen act: 0.8; ARFGAP1 inh: 5; FXN GAA850 act: -0.7; GC-A act: -2; rCAG RNA binder: 0; NPR2 activator: 0

# The list goes on:
SMILES,ADAM10 inh,DDE Tn6 FP inh,ASAP1 GAP inh,sPLA2-III inh,KLK7 zymogen act,ARFGAP1 inh,FXN GAA850 act,GC-A act,rCAG RNA binder,NPR2 activator
COc1ccc(Cc2nnc(Nc3ccccc3)s2)cc1Br,7,0,-11,-14,0.5,-1,0.6,6,0,10
COc1ccc(C(=O)N2CCN(CCNC(=O)C(=O)Nc3ccc(F)cc3)CC2)cc1OC,-4,4,7,3,-0.2,-10,-0.7,0,-3,12
Cc1ccsc1/C=N/N1CCN(Cc2ccccc2)CC1,3,-1,-13,9,0.1,20,3.6,-3,-4,-3
CCc1nc(SCC(=O)N2CCCc3ccccc32)c2oc3ccccc3c2n1,-5,-6,1,2,0.1,-4,-1.1,1,3,-2
O=C(Cc1cccc2ccccc12)N1CC[C@@]2(O)CCCC[C@H]2C1,4,-4,12,17,0.0,1,1.0,2,2,3
O=C(NC(=S)NNC(=O)c1ccccc1F)c1cccnc1,4,-5,0,13,-0.7,-1,0.0,3,-2,4
C[C@H](CO)N1C[C@H](C)[C@@H](CN(C)S(=O)(=O)c2cn(C)cn2)Oc2c(NS(=O)(=O)c3cn(C)cn3)cccc2C1=O,0,0,-1,17,-0.3,-5,0.3,-1,3,5
O=C(O)c1ccc(S(=O)(=O)N2CCN(c3ccccn3)CC2)cc1,-6,6,6,-4,0.0,3,-0.1,0,-1,-1
O=C(Nc1ccc(Cl)cc1)Nc1nc(-c2sccc2Br)cs1,1,2,-4,8,-0.2,7,1.0,13,14,-1
Cc1ccc(-c2nsc(SCC(=O)Nc3ccc4c(c3)OCO4)n2)cc1,7,-8,14,13,-1.2,1,0.2,-1,4,-6
O=C(Nc1ccc(N2CCOCC2)cc1)c1cc2c(s1)CCCC2,16,5,-10,5,-0.1,16,3.7,1,1,7
CCn1c(CN2CCCCC2)nc2cc(S(=O)(=O)N3CCCCC3)ccc21,-4,0,-3,-2,0.6,-1,0.7,-2,0,2
CC(C)(C)C(=O)Nc1ncccc1C(O)c1cccc(C(F)(F)F)c1 (configuration not stated),3,4,0,0,-0.5,-3,3.2,0,-2,4
Cc1nn(C)cc1CNC(=O)C1(C)CC1(Cl)Cl (configuration not stated),-7,4,-1,7,0.8,3,0.8,0,1,4
O=C(c1ccc([N+](=O)[O-])cc1)N(c1ccccn1)c1ccccn1,3,2,-6,0,0.3,-3,0.3,2,1,0
Cc1ccc(S(=O)(=O)N2[C@@H](Cc3ccccc3)CO[C@H]2CC(=O)c2ccc(F)cc2)cc1,-7,2,-6,1,0.2,-4,nt,4,9,2
COc1ccc(CCN2C(=S)N(C)C(=O)C2CC(=O)Nc2ccc(F)cc2)cc1 (configuration not stated),6,3,-2,-44,0.1,-5,2.5,0,2,2

# Random draw from the library (roughly 4.5% active in at least one column).
